# LYPLA2 counter – counter-screen for PME1 inhibitors: inhibitors of human LYPLA2; recombinant LYPLA2, FP-Rh probe fluorescence polarization; inhibition, % at 5.9 µM; O95372; AID 2177; 320,000 compounds, 0.38% hits;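 active means inhibition above the screen-wide mean plus 3 SD, limit set per campaign, cut at about 26% in these data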;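 further: 0% = LYPLA2 with DMSO and 100% = wells lacking LYPLA2 enzyme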
# Target sequence (O95372 whole entry, looked up): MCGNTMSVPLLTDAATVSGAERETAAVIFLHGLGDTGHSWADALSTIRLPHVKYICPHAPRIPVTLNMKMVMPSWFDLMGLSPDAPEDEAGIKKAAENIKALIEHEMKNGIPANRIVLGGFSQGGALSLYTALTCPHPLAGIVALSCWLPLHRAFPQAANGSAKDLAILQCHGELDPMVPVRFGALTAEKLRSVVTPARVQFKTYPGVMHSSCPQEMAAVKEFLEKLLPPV
# EBNA-1 inh – blocks EBNA-1 binding to DNA; EBNA-1 DNA binding, fluorescence polarization; inhibition, % at 14.8 µM; 300,000 compounds, 0.34% hits; AID 1950; in the data active means inhibition above about 28%
# PAD4 FP inh – blocks human protein arginine deiminase 4 | Q9UM07 | recombinant PAD4, RCA probe fluorescence polarization | inhibition, % at 6.36 µM | 330,000 compounds, 0.41% hits;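 active means percent inhibition above a cutoff equal to the mean of all tested compounds plus 3 SD, cut at about 15% in these data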;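 further: 0% = PAD4 with RCA probe and DMSO and 100% = probe without PAD4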
# GSTO1 inh – blocks human GSTO1 in RBBP9 counter-screen; P78417; recombinant GSTO1, activity-based probe fluorescence polarization; inhibition, % at 5.96 µM; 300,000 compounds, 1.1% hits;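 active means inhibition above the campaign mean inhibition plus 3 SD, cut at about 35% in these data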;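 further: 0% = GSTO1-1 with DMSO and 100% = wells lacking GSTO1-1 enzyme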
# Target sequence (P78417 whole entry, looked up): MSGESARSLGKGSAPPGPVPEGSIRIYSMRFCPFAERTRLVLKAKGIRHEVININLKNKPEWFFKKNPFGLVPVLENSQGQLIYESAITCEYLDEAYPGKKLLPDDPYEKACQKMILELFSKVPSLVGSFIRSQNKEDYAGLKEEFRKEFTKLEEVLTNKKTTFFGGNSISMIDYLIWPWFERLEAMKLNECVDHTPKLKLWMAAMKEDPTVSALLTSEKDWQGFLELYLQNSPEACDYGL
# ZTA counter – ZTA (EBV) inhibition in EBNA-1 counter-screen; P03206; 320,000 compounds, 0.15% hits; inhibition, % at 11 µM; ZTA-DNA binding, fluorescence polarization; AID 2234; in the data active means inhibition above about 33%
# Target sequence (P03206 whole entry, looked up): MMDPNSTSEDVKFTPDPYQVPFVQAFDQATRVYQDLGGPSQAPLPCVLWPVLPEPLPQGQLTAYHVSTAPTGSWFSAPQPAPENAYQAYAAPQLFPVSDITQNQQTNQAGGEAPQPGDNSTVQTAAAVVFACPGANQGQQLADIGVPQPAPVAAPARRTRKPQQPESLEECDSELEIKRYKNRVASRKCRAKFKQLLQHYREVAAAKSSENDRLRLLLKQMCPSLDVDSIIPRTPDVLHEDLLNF
# PAFAH2 FP inh – PAFAH2 (human) inhibition. Q99487. 340,000 compounds, 0.99% hits. recombinant PAFAH2, FP-rhodamine activity probe, fluorescence polarization. inhibition, % at 3.39 µM;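 active means inhibition above the mean over all tested compounds plus 3 SD, cut at about 30% in these data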;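 further: inhibitors block probe labeling of enzyme so polarization drops; 0% = enzyme with DMSO and 100% = wells lacking PAFAH2 protein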
# PAFAH1B3 inh – PAFAH1B3 (human) inhibition; recombinant PAFAH1B3, FP-rhodamine probe, fluorescence polarization; inhibition, % at 3.39 µM; 340,000 compounds, 0.28% hits; AID 492972;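 active means inhibition above the screen-wide average of all tested compounds plus 3 SD, cut at about 25% in these data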;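 further: 0% = enzyme with DMSO only and 100% = wells lacking PAFAH1B3 protein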
# LYPLA1 inh – blocks human lysophospholipase 1, a PME1 counter-screen; O75608; inhibition, % at 5.9 µM; recombinant LYPLA1, FP-Rh probe fluorescence polarization; 320,000 compounds, 0.16% hits; AID 2174;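 active means inhibition above the mean of all tested compounds plus 3 SD, set per campaign, cut at about 14% in these data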;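 further: inhibitors block serine hydrolase probe labeling of LYPLA1 so polarization falls; 0% = enzyme with DMSO and 100% = wells lacking LYPLA1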
# Target sequence (O75608 whole entry, looked up): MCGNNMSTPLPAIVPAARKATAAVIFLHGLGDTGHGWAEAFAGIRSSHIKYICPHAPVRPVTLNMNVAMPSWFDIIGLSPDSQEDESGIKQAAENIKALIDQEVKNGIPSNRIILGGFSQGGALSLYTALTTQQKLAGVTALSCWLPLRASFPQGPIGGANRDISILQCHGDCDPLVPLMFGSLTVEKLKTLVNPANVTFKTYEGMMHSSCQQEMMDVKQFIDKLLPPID
# PREPL inh – inhibits the human prolyl oligopeptidase-like enzyme; 320,000 compounds, 0.68% hits; inhibition, % at 5.96 µM; Q4J6C6; AID 2751; recombinant PREPL, fluorescence polarization activity-based probe; in the data active means inhibition above about 43%;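 further: 0% = enzyme with DMSO and 100% = wells lacking enzyme; many of its hits are not listed in these tables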
# The depositor's hits bear a star; / = not tested or not shown. An excerpt. The share of hits here may be higher or lower than overall.
SMILES,LYPLA2 counter,EBNA-1 inh,PAD4 FP inh,GSTO1 inh,ZTA counter,PAFAH2 FP inh,PAFAH1B3 inh,LYPLA1 inh,PREPL inh
COc1ccc(-c2nc(CN3CCC(c4ccccc4)CC3)c(C)o2)cc1OC,2,-18,-5,2,-17,3,1,-2,-16
CCOC(=O)/C=c1\s/c(=C\c2ccc3c(c2)OCCO3)c(=O)n1CC(=O)NCC1CCCO1 (stereo not drawn),-5,-18,-3,-2,-3,-10,-8,0,-16
COc1ccc(C)cc1NCC(=O)Nc1ccc(C(C)(C)C)cc1,7,-8,-4,1,11,-8,5,-1,12
COc1cc(C(=O)Nc2cc(C(F)(F)F)ccc2N2CCOCC2)ccc1OCC(=O)N1CCOCC1,-1,-4,4,-10,8,2,-3,-2,-11
Cc1c(C2N3CC4(C)CN2CC(C)(C3)C4=O)c2ccccc2n1C (stereo not drawn),8,1,0,3,-2,4,4,2,4
O=C(O)c1ccc(NC(=O)c2cccc(NC(=O)c3cccs3)c2)cc1,-5,5,1,-10,-8,-7,-1,-2,2
S=C(S)N1CCCC1,-3,3,-5,0,5,0,7,-2,24
CC(=O)c1c(Cl)nc2ccc(Br)cc2c1-c1ccccc1,0,-18,-2,-5,-13,0,4,-3,-11
CCN(C(=O)c1ccnc(C(C)(C)C)c1)c1ccccc1,-2,-11,-3,18,-5,0,1,-1,17
Cc1cc(-c2ccc3c(c2)COc2c4ccccc4nn2-3)on1,4,15,-1,2,11,-2,6,5,-17
CC(=O)c1cccc(N(CC(=O)NC2CCCCC2)C(=O)CCC(=O)Nc2nc(C)cs2)c1,-5,10,-4,2,7,0,4,-2,-5
CCCCOC(=O)n1c(=S)oc2cc(Cl)ccc21,-2,-1,-1,6,-3,5,0,-3,0
COc1ccc(-c2cc(C(=O)OCC(=O)NC3CC3)c3ccccc3n2)cc1OC,/,/,-2,/,/,-2,9,/,0
COc1ccc2ccc(OCC(=O)N3c4ccccc4NC(=O)CC3C)cc2c1 (stereo not drawn),-1,/,-6,/,-11,2,9,1,2
O=C(CSc1nncs1)Nc1nnc(-c2ccccc2)o1,3,-22,-1,-7,-2,7,6,1,0
Cc1ccc2nc(Cl)c(C3CC(c4cccs4)=NN3C(=O)CCC(=O)O)cc2c1 (stereo not drawn),-3,0,-3,2,-18,1,14,0,0
COc1ccc(Cl)cc1NC(=O)CN(C)C(=O)CCC(=O)c1cc(C)sc1C,2,-16,-4,-5,-10,-4,5,-1,14
CCOC(=O)c1c(NC(=O)c2ccccc2Cl)sc2c1CCc1ccccc1-2,-3,5,-1,-1,8,-7,-16,-3,14
Cc1cc(C)nc(-n2nc(C)cc2NC(=O)CNCc2ccccc2)n1,3,-14,-1,12,3,-8,-5,0,4
CCNC(=O)Nc1ccccc1C(=O)OC,-1,-1,-3,0,5,-2,0,1,-4
CCCN(CC(=O)Nc1ccccc1C)C(=O)c1ccc2c(c1)S(=O)(=O)N=C1CCCCCN12,-1,/,1,/,3,-3,12,-2,3
O=C(NCc1ccc2c(c1)OCO2)c1ccc(=O)[nH]c1,-1,-4,-1,9,5,-3,-2,2,2
CCc1nnc(NC(=O)Nc2ccc(OC)cc2)s1,0,-2,0,-3,15,-5,-7,-1,10
CCOc1cc2[nH]c(=O)n(CCCN3CCN(c4ccc(OC)cc4)CC3)c(=O)c2cc1OCC,3,-6,3,3,1,-1,0,3,21
CCCCNC(=O)c1ccccc1NC(=O)c1ccc2c(c1)OCO2,-10,0,-2,2,-2,47*,8,-8,0

# A draw from above in order of heavy-atom count, smallest number first:
SMILES,LYPLA2 counter,EBNA-1 inh,PAD4 FP inh,GSTO1 inh,ZTA counter,PAFAH2 FP inh,PAFAH1B3 inh,LYPLA1 inh,PREPL inh
CCCCNC(=O)c1ccccc1NC(=O)c1ccc2c(c1)OCO2,-10,0,-2,2,-2,47*,8,-8,0
Cc1ccc2nc(Cl)c(C3CC(c4cccs4)=NN3C(=O)CCC(=O)O)cc2c1 (stereo not drawn),-3,0,-3,2,-18,1,14,0,0
CC(=O)c1cccc(N(CC(=O)NC2CCCCC2)C(=O)CCC(=O)Nc2nc(C)cs2)c1,-5,10,-4,2,7,0,4,-2,-5

# Additional records follow.
SMILES,LYPLA2 counter,EBNA-1 inh,PAD4 FP inh,GSTO1 inh,ZTA counter,PAFAH2 FP inh,PAFAH1B3 inh,LYPLA1 inh,PREPL inh
COc1nc(/C=C/N(C)C)c([N+](=O)[O-])c(OC)n1,4,4,0,2,6,-4,3,1,6
CCCc1n(CC(O)COC2CCCCC2)c2ccccc2[n+]1C (stereo not drawn),2,-3,0,7,2,-2,7,2,-2
COC(CNC(=O)c1ccc(N2CCC3(CC2)OCCO3)c([N+](=O)[O-])c1)OC,5,4,0,4,-11,2,6,3,1
O=C1Nc2ccccc2S/C1=C/c1cccs1,0,4,-1,4,11,5,-5,-1,8
O=C(CSc1n[nH]c(-c2ccco2)n1)Nc1sc2c(c1C(=O)Nc1ccccc1)CCCC2,-2,36*,-12,-8,20,0,0,-4,-7
Cc1ccc(-n2ncc3c(=O)n(CC(=O)N4CCCCCC4)cnc32)cc1,-3,5,-3,0,2,-1,0,3,4
Cc1ccc(NC(=S)N/N=C2/CCCCc3ccccc32)cc1,15,4,-4,-26,-1,13,3,2,6
Cc1ccc(S(=O)(=O)N2[C@@H](c3cccc(Cl)c3)C(C(=O)O)=CC[C@H]2c2ccc(Cl)cc2)cc1,-3,10,1,-203,7,14,9,-7,9
O=C(Nc1cccnc1Cl)C1CCCN(c2ncnc3c2nc2n3CCCCC2)C1 (stereo not drawn),3,-5,-4,-3,0,-4,3,-2,18
CCOC(=O)C1=NN(C(=O)c2ccc(C)cc2)C(O)(c2ccc(Cl)cc2)C1 (stereo not drawn),-2,8,0,5,11,-12,22,-2,-3
O=C(COc1ccc(Br)cc1)NCCCNC(=O)c1cccnc1,-3,7,2,-4,-2,-10,-5,2,3
O=C1C2CC=C(Cl)CC2C(=O)N1c1ncn[nH]1 (stereo not drawn),2,4,2,1,-1,-1,-2,1,1
Cc1cccc(OCC(=O)NC2CCCC2)c1,-3,-14,6,0,7,1,9,-5,-6
CC(C)N(C)Cc1nnnn1CC(=O)N(C)Cc1ccc(F)cc1,3,5,1,-2,-4,6,9,1,1
Cc1nn(Cc2ccccc2)c(C)c1C(=O)NCCN1C(=O)S/C(=C\c2ccc(F)cc2)C1=O,-5,-1,2,-3,-18,-1,12,-2,12
COc1ccc(OCCNS(=O)(=O)c2ccccc2)cc1,2,5,-6,-4,16,-3,7,0,-14
CCc1nnc(NC(=O)c2cccc(S(=O)(=O)N3CCCCC3)c2)s1,-1,0,-5,-2,-3,10,9,-3,-8
O=C(NCc1ccncc1)C1CCCN1S(=O)(=O)c1ccc(Cl)cc1 (stereo not drawn),4,0,-3,-2,-3,3,5,4,8
CCC1CCCCN1C(=O)Nc1cc(Cl)ccc1OC (stereo not drawn),-3,5,4,8,-18,-5,5,-5,7
COc1cc(OC)c(N(C)S(=O)(=O)c2cccc(C(=O)NC(C)C3CC4CCC3C4)c2)cc1Cl (stereo not drawn),-3,-13,0,-7,-8,-3,-3,-1,-4
O=c1oc2cc([N+](=O)[O-])ccc2nc1/C=C(\O)c1cccc(Br)c1,4,2,2,3,-9,-2,5,-3,13
CCOc1ccccc1C1CC(c2ccccc2)Nc2nc(N)nn21 (stereo not drawn),-3,3,-4,1,-3,1,2,-1,5
CCC(C)N(C)C1CCN(C(=S)Nc2ccc(OC)cc2)CC1 (stereo not drawn),-3,0,-2,7,10,0,3,-1,10
C=CCNC(=S)NNC(=O)c1cc(Cl)ccc1OC,-3,2,-2,0,-7,/,/,1,9
O=S(=O)(NCCO)c1cccc2cccnc12,-1,-1,-1,-4,-8,7,1,-3,11
SMILES,LYPLA2 counter,EBNA-1 inh,PAD4 FP inh,GSTO1 inh,ZTA counter,PAFAH2 FP inh,PAFAH1B3 inh,LYPLA1 inh,PREPL inh
N/C(=N\c1nc2c(c(=O)[nH]1)CCC2)Nc1cccc(Cl)c1,1,8,-2,-6,-10,3,-4,-2,12
CCC(C)(C)NC(=O)C(c1cccn1C)N(C(=O)Cn1nnc2ccccc21)c1ccc(NC(C)=O)cc1 (stereo not drawn),-3,-9,0,0,10,6,11,-4,-4
Cc1cc(O)c(N)c(C)c1Cl,-4,-2,2,46*,-14,3,10,-2,19
Cc1cc(C)c(S(=O)(=O)NCC(CCC(=O)O)C(F)(F)F)c(C)c1 (stereo not drawn),2,8,-3,9,6,7,5,0,-4
CCn1c(SCC(=O)Nc2nc(-c3ccccc3)cs2)nnc1-c1ccccc1O,-15,2,-9,-13,8,-5,5,-11,-23
Cc1ccc(Nc2c(-c3ccc(C)o3)nc3cnccn23)cc1,4,-1,2,9,-5,1,-1,0,17
CCn1c(CC(=O)Nc2ccc(OC)cc2)nnc1SCC(=O)N1CCOCC1,3,-2,-1,1,7,-9,1,0,11
COc1cc(S(=O)(=O)NCc2ccncc2)c(OC)cc1Br,1,0,-2,-1,-21,-5,7,-2,-4
Cc1ccccc1C(=O)N/N=C/c1ccncc1,-1,3,-2,-1,6,-2,3,2,-1
CCCCOc1ccc(C(=O)NCCOc2cccc(OC)c2)cc1,12,14,3,2,16,-3,4,6,11
CCN(CC(=O)Nc1c(F)cccc1F)C(=O)CC1CCCCC1,5,/,-2,/,-6,5,-3,1,-1
CC(C)[C@H](NC(=O)Nc1cccc(Br)c1)C(=O)O,-9,-6,6,3,0,10,13,-2,10
Cc1ccc(N=Cc2ccc(O)cc2O)cc1F,7,0,0,-6,10,2,-2,-3,-1
CCN(CC)C(=O)CSc1nc(-c2ccc(C)cc2)nc2c1COC(C)(C)C2,3,11,4,5,-13,-2,0,1,15
CN(CCN1CCOCC1)C(=O)c1cc(COc2ccc(F)c(F)c2)on1,1,-7,1,2,15,-9,-3,2,23
O=c1c2sc3ccccc3c2[nH]c(=S)n1CCN1CCOCC1,10,5,10,1,20,2,2,3,3
Cc1nnsc1SCCNC(=O)Nc1ccc(Cl)cc1,10,-6,-3,-7,-1,-3,6,3,-7
CCOC(=O)[C@@H]1[C@H]2COc3cc(OC)ccc3[C@H]2N2C(=O)N(c3cccc(F)c3)C(=O)[C@@]12C,/,/,-5,/,/,5,-2,/,-24
CC(C)c1ccc(CNC(=O)CCc2ccccc2)cc1,1,-5,1,11,13,7,2,5,-8
CCOC(=O)c1[nH]c2c(c1-c1ccc(OC)cc1)C(=O)CC(c1ccc(OC)c(OC)c1)C2 (stereo not drawn),0,-1,-4,-1,-7,-4,-2,2,0
O=C(CCN1C(=O)/C(=C/c2ccccc2F)SC1=S)NCCCN1CCOCC1,-13,-8,-12,-5,10,2,2,-6,-5
NS(=O)(=O)c1ccc(NC(=O)COC(=O)C2CCCCC2)cc1,3,2,-2,0,1,-1,8,3,7
Cc1ccc([N+](=O)[O-])cc1S(=O)(=O)Nc1ccc(C(=O)N2CCN(C(=O)c3ccco3)CC2)cc1,5,/,0,/,12,1,4,-1,3
CC(C)(C)C(=O)NC(=S)N1CCCC1,1,-4,-1,4,2,-4,8,3,1
Cc1ccc(/C=C/C(=O)NCCc2cccc(Cl)c2)o1,-5,-12,-2,0,-2,0,4,-6,6
Cc1nn(CC(=O)Nc2ccc3c(c2)OCO3)c(C)c1[N+](=O)[O-],3,-4,-3,4,17,1,6,2,18
COc1cc(NC(=O)C2CCN(S(=O)(=O)c3cccc4nonc34)CC2)cc(OC)c1,-3,3,-5,-1,4,0,8,0,7
COc1ccc(C2C(C(=O)N3CCCCC3)c3ccccc3C(=O)N2C)cc1 (stereo not drawn),-1,-4,-2,10,-22,4,5,-3,-1
CCO[C@@H]1OC(C(=O)N2CCN(C)CC2)=C[C@H](C(C)(C)C)[C@H]1CCCO,5,4,-1,-2,-16,/,/,-1,5

# Source: PubChem
